SMN2 splice enh: SMN2 splice variant enhancement; HEK293 SMN2-luciferase splicing reporter, luminescence, 30-36 h; Potency, µM (titrated, usually from 46.1 µM), for the others: at the top dose activity change, positive = activation, most hits filed as activators; 2.8% of 210,000 active; also: % of control where 0% means no effect; nearly all actives have a fitted effect of over 55% in size
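qHTS luciferase splicing reporter: luminescence rises when SMN2 exon 7 is included in transfected HEK293 cells. Compound exposure lasted 30-36 h at 37C, with 4.5 mM final sodium butyrate as control, followed by a ONE-Glo read.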
L3MBTL1 inh: blocks human L3MBTL1; AID 485360; Q9Y468; AlphaScreen L3MBTL1–H3K9me1 peptide binding; 0.66% of 230,000 active; Potency, µM (titrated, usually from 57.1 µM), inactives show top-dose activity, negative = inhibition, hits mostly inhibitors; also: % is scaled to controls: 0 for no effect and ±100 for the full control effect; nearly all actives have a fitted effect of over 60% in size
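First, the protein-peptide complex forms for 30 min at room temperature (L3MBTL1 50 nM, biotinylated H3K9me1 peptide 75 nM). Next, compounds are pin-transferred and incubated 30 min. Finally, AlphaScreen beads are added and read after 30 min.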
KDM4E inh: JMJD2E (human) inhibition. JMJD2E catalytic domain, FDH-coupled NADH fluorescence (FDH is formaldehyde dehydrogenase). B2RXH2. 1.6% of 230,000 active. AID 2147. Potency, µM (doses to about 57.1 µM), without a hit: at the highest dose activity change, negative = inhibition, actives largely listed as inhibitors; active = well fitted inhibition curve with a large enough effect, not every such curve was filed as active; inconclusive = small, poorly fitted or top-dose-only effect, or another doubt; inactive = no such curve, though single readings can be large or run the other way;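 also: 0% = wells with enzyme and -100% = buffer wells without enzyme; nearly all actives have a fitted effect of over 50% in size; many of its hits are not listed in these tables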
Luc counter: blocks Kinase-Glo luciferase, a counter-screen artifact | Kinase-Glo luciferase, ATP luminescence, 8 min | 0.28% of 200,000 active | Potency, µM (series often up to 38.3 µM), inactives show at the highest dose activity change, negative = inhibition, most hits filed as inhibitors | Q27757; also: % is scaled to controls: 0 for no effect and ±100 for the full control effect; nearly all actives have a fitted effect of over 60% in size
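Compounds were added to a substrate mix at pH 7.2 (50 mM imidazole, 10 uM ATP, within the enzyme's linear range), followed by Kinase-Glo detection reagent; luminescence was measured after 8 minutes at ambient temperature.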
ALDH1A1 block: ALDH1A1 (human) enzyme inhibition. 7.3% of 220,000 active. P00352. Potency, µM (doses to about 75.3 µM), for the others: at the top dose activity, negative = inhibition, hits mostly inhibitors. Purified ALDH1A1, NADH fluorescence, propionaldehyde substrate; active = well fitted inhibition curve with a large enough effect, not every such curve was filed as active; inconclusive = small, poorly fitted or top-dose-only effect, or another doubt; inactive = no such curve, though single readings can be large or run the other way;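 also: plate controls were no enzyme wells and a reference inhibitor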
Lamin A splicing: LMNA splicing modulation; AID 1487; 0.01% of 200,000 active; HeLa LMNA splicing GFP/RFP minigene ratio, 48 h; Potency, µM (series often up to 46.1 µM), for the others: top-dose ratio change, negative = inhibition, usual class: inhibitors; active = well fitted inhibition curve with a large enough effect in the signal ratio, with a control signal flat, not every such curve was filed as active; inconclusive = small, poorly fitted or top-dose-only effect, or effect the other way, or a change in a side signal; the % refers to the signal ratio; also: % is scaled to controls: 0 for no effect and ±100 for the full control effect
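Read-out is the ratio of GFP to DsRed2 object intensity, acquired by 488 nm laser-scanning cytometry on HeLa lamin A-EGFP minigene reporter cells. Compound incubation 48 hrs at 37 °C in Opti-MEM with 2% FBS; DMSO 0.5% final.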
RECQ1 inh: blocks DNA unwinding by human RECQ1 | P46063 | RECQ1 DNA unwinding, red fluorescence kinetic read | Potency, µM (doses to about 57.3 µM), inactives show at the highest dose activity, negative = inhibition, hits mostly inhibitors | 0.54% of 240,000 active | AID 2549;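 also: plate controls were vehicle for no effect and no enzyme for full effect; nearly all actives have a fitted effect of over 30% in size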
Target sequence (P46063 whole entry, looked up): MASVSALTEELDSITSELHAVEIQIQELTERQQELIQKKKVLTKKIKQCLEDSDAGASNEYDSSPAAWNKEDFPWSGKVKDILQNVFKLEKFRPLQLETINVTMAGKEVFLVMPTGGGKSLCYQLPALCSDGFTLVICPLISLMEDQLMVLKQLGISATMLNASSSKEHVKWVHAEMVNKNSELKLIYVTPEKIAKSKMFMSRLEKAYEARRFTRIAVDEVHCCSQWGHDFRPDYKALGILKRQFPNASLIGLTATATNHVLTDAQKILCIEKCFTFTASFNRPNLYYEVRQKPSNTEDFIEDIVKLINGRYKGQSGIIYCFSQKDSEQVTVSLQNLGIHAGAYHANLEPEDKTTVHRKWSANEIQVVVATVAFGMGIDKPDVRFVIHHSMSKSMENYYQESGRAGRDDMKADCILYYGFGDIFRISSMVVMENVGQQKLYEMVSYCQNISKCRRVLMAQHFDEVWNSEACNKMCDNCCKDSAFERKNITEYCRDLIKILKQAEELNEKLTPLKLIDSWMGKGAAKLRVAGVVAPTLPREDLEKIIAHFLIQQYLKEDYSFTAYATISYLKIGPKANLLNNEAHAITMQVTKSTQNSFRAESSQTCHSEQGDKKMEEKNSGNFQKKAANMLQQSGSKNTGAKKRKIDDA
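RECQ1T1 50 nM; forked duplex (20 bp + 30-nt ss tails) 200 nM, ATP 2 mM final; pH 8.0, 2 mM MgCl2, 2.5 ug/ml poly(dI-dC); 15 min compound preincubation; discontinuous kinetic read over 2 h at RT.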
Tau ThT inhib: blocks human tau fibril formation measured by thioflavin T; recombinant tau K18 P301L (four-repeat tau fragment), heparin-induced fibrillization, ThT fluorescence; 2.1% of 270,000 active; Potency, µM (top dose mostly 57.4 µM), for inactives: at the top dose activity, negative = inhibition, hits mostly inhibitors; P10636; also: % is scaled to controls: 0 for no effect and ±100 for the full control effect; nearly all actives have a fitted effect of over 55% in size
Target sequence (P10636 561-689 P618L limits assumed): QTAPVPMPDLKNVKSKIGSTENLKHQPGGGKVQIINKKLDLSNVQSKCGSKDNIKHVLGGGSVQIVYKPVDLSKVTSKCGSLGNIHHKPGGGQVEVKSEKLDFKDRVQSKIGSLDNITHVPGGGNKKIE
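K18 P301L tau (15 uM + 0.24 uM Alexa 594-tagged), heparin 20 uM, NaOAc pH 7, 6 h 37 C; ThT 30 uM, 1 h RT, ex 450/em 510 nm.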
The depositor's hits bear a star; i = inactive; ? = inconclusive; nt = no result given; & = joins results of further samples; [ ] = remark or other dose. Unless noted, calls follow the shape of the dose curve; as a rule, active = well fitted curve in the direction sought with a large enough effect; inconclusive = small, poorly fitted or top-dose-only effect, or another doubt; inactive = no such curve, though single readings can be large; an effect the other way counts as inactive or inconclusive. Potency is read from the fitted curve at half-maximal effect. Only part of the results is shown, so the mix of outcomes need not match the whole.

molecule	SMN2 splice enh	L3MBTL1 inh	KDM4E inh	Luc counter	ALDH1A1 block	Lamin A splicing	RECQ1 inh	Tau ThT inhib
C[C@H]1CC[C@@]2(O[C@H](CCO)C[C@@H](O)[C@@H]2O)O1	nt	-3%	?	nt	-8%	nt	-11%	6%
CC(C)[C@@H](CC(=O)N[C@@H]1CCCC[C@H]1C(=O)N[C@H](CC(=O)N[C@@H](CCC(=O)O)CC(=O)O)Cc1ccccc1)NC(=O)C[C@H](CO)NC(=O)[C@@H]1CCCC[C@H]1N	4%	nt	-13%	-8%	3%	nt	0%	-2%
CCN1CCN(C(=O)c2ccc(CN(c3ccc(C)c(C)c3)S(C)(=O)=O)cc2)CC1	nt	2%	-1%	nt	0%	nt	1%	0%
COc1ccc(-c2ccc(SCC(=O)Nc3cc(C)on3)nn2)cc1OC	nt	nt	0%	1%	-7%	-11%	i	?
CCOc1ccc2nc(NC(=O)CS(=O)(=O)c3ccc(C)cc3)sc2c1	9%	nt	-4%	-1%	25µM*	30%	-17%	?
COCC1C2CC[C@H]3C(OCc4ccc(OC)cc4)OC[C@]4(C)[C@H]3C2=C(CN4C(=O)OC(C)(C)C)[C@H](C)C1COC (some centres not stated)	-35%	nt	-14%	-5%	?	nt	6%	?
CCCNCC(O)Cn1c2ccccc2n2c(=O)cc(C)c(C#N)c12 (configuration not stated)	-8%	44%[activator]	4%	-1%	?	-14%	-1%	5%
COc1ccc(-c2csc(NC(=O)COC(=O)c3ccco3)n2)cc1	13µM*	-6%	6%	2%	?	-5%	i	-16%
C/C(CC(=O)Nc1cc(C)cc(C)c1)=N\NC(=O)c1ccccn1	-8%	-7%	0%	-2%	0%	-11%	-2%	-15%
CC(=O)Nc1sc(NC(=O)c2ccc(C)cc2)nc1-c1cccs1	11µM*	6%	?	2%	2%	-6%	-6%	?
Cc1ccc(S(=O)(=O)N(C)CCCC(=O)Nc2cccc3ccccc23)cc1	nt	2%	5%	1%	-5%	?	-9%	-7%
Cc1csc(NC(=O)CSc2nc3ccccc3c(=O)[nH]2)n1	19%	nt	0%	-1%	3%	-1%	4%	-3%
COc1cc(N)c(Cl)cc1NC(=O)c1ccccc1	13%	0%	-2%	-2%	-15%	4%	7%	-17%
COc1cc2c(cc1OC)C(C)N(C(=O)Cn1ncc3c1-c1ccccc1OC3)CC2 (configuration not stated)	-14%	3%	-2%	5%	12%	-11%	-6%	-4%
COC(=O)c1cn(NC(=O)c2cc(OC)cc(OC)c2)c(=O)c2ccccc12	-13%	0%	-14%	-2%	9%	12%	-1%	1%
CCCCC[n+]1ccn(C2=C([O-])c3ccccc3C(=O)/C2=N\S(=O)(=O)c2ccc(Br)cc2)c1	nt	?	-7%	nt	nt	nt	-1%	11µM*
CNC(=O)[C@H]1O[C@@H](n2cnc3c(N)ncnc32)[C@H](O)[C@H]1O	5%	nt	-1%	-4%	-4%	-2%	i	0%
Cc1onc(-c2c(F)cccc2Cl)c1C(=O)NC(=S)NCc1cccnc1	8%	-3%	9%	-2%	?	2%	-10%	5%
O=C(CN1C(=O)CSC1=O)Nc1ccc2c(c1)OCCO2	-3%	0%	12%	-4%	12%	-1%	-2%	-7%
CN(C)S(=O)(=O)c1cccc(NC(=O)CCc2c[nH]c3ccccc23)c1	-25%	-8%	2%	1%	?	nt	1%	1%

molecule	SMN2 splice enh	L3MBTL1 inh	KDM4E inh	Luc counter	ALDH1A1 block	Lamin A splicing	RECQ1 inh	Tau ThT inhib
CS(=O)(=O)N1CCN(c2ccc(C(=O)NC3C4CC5CC(C4)CC3C5)cc2[N+](=O)[O-])CC1 (configuration not stated)	-41%[inhibitor]	-1%	-1%	0%	14µM*	9%	?	?
COc1ccc(NC(=O)N2CC(C)OC(C)C2)cc1OC (configuration not stated)	-10%	40%[activator]	-6%	1%	2%	-4%	-1%	8%
C/C(CCN1CCCCc2nc(C)c(C)cc21)=N\O[C@@H](C)CN1CCCCc2nc(C)c(C)cc21	-40%[inhibitor]	-12%	?	-3%	-11%[13.5 µM]	?	18%[11.5 µM]	?
c1ccc(CN2C3=NCCN3c3ccccc32)cc1	5%	26%	0%	-1%	-4%	-2%	-5%	6%
CCOc1ccc(-c2nc(N)ncc2Oc2ccc(OC)cc2)c(O)c1	nt	-26%	-16%	nt	7%	nt	-16%	?
O=C(N/N=C/c1sc(N2CCOCC2)nc1-c1ccccc1)c1ccccc1O	-66%[inhibitor]	0%	?	-3%	?	?	-25%	?
Cc1ccc2cc(CN(C(=O)c3ccncc3)C(C)C)c(=O)[nH]c2c1	3%	-2%	?	0%	?	7%	6%	-4%
COc1ccc(Cc2nnc(NC(=O)Cn3cnc4c3c(=O)n(C)c(=O)n4C)s2)cc1	-6%	7%	-12%	0%	-12%	-4%	i	0%
CCOc1ccc(NC(=O)N(C2CCCC2)C2CCN(C(C)=O)CC2)cc1	-11%	nt	-1%	1%	7%	-9%[46 µM]	-5%	?
COCc1c(CCl)cnc(C)c1O	nt	4%	-8%	1%	-2%	-20%[46 µM]	20%	-16%
O=c1c2cn[nH]c2nc(SCc2c(F)cccc2F)n1-c1ccc(Cl)cc1	-6%	nt	5%	1%	-9%	?	-15%	-11%&-12%
O=c1c2c(nc3cc(-c4ccc(F)cc4)[nH]n13)CCCC2	?	1%	?	-28%	?	12%	-4%	-3%
S=C(N/N=C1\CCc2ccccc21)NC1CCCCC1	3%	nt	-8%	1%	?	nt	-8%	-4%
CCC(=O)NNc1cc(=O)c2c(=O)n(C)c(=O)n(C)c2[nH]1	-5%	2%	1%	0%	4%	15%	-2%	0%
COc1ccc(OC(C)C(=O)N2CCOCC2)cc1 (configuration not stated)	11%	11%	0%	-1%	7%	15%	i	-2%
O=C1c2ccccc2C(Nc2ccc(-c3nc4ccccc4[nH]3)cc2)N1Cc1ccco1 (configuration not stated)	-27%	-1%	?	-1%	?	?	-8%	?
CCCC(=O)Nc1ccccc1-c1nnn(CC(=O)Nc2ccc(OCC)cc2)n1	-45%[inhibitor]	34%[activator]	4%	-4%	10%	-18%	-3%	4%
COc1cc2c(cc1OC)C(Cc1ccc(O)cc1)N(C)CC2 (configuration not stated)	-10%	0%	?	2%	?	-3%	12%	-16%
COc1ccc2[nH]c(C)c(CCNC(=S)Nc3ccccc3C)c2c1	-57%[inhibitor]	-16%	-2%	0%	-8%	?	-19%	?
CCOC(=O)CCCNC(=O)CSc1nc2ccc(OCC)cc2[nH]1	5%	8%	-2%	0%	0%	11%[46 µM]	-3%	-8%

molecule	SMN2 splice enh	L3MBTL1 inh	KDM4E inh	Luc counter	ALDH1A1 block	Lamin A splicing	RECQ1 inh	Tau ThT inhib
COc1ccc(NC(=O)CCN2CCC(C)CC2)cc1	17%	nt	-4%	-3%	-7%	6%	i	7%
N#Cc1nc(-c2cccs2)oc1N1CCN(c2ccccc2)CC1	-20%	-10%	?	21%	?	?	4%	-9%
O=C(O)Cn1nnnc1SCC(=O)Nc1ccc(F)cc1F	-13%	9%	5%	5%	1%	?	i	1%
O=C(COC(=O)CCC(=O)c1ccc(F)cc1)Nc1cccc(S(=O)(=O)N2CCOCC2)c1	1%	12%	8%	3%	?	-27%[46 µM]	-2%	3%
Clc1ccc2nc(NC3=NCN(CCN4CCOCC4)CN3)nc(-c3ccccc3)c2c1	nt	-11%	?	nt	?	0%	20%	?
O=C(NCc1ccccc1Cl)C1CCN(S(=O)(=O)N2CCOCC2)CC1	0%	nt	8%	1%	-2%	nt	-3%	-3%
Cc1cccn2c(=O)c(/C=N/O)c(N3CCCCC3)nc12	-9%	-2%	-28%	-2%	?	14%	-16%	2%
COc1ccccc1Nc1nc(Cl)c(C=O)s1	-26%	32%[activator]	-1%	-3%	18µM*	?	-1%	?
CCOC(=O)c1ccc(NC(=O)CNC(=O)C23CC4CC(CC(C4)C2)C3)cc1	-11%	2%	2%	5%	6%	1%	-9%	10%
CCN(C(=S)Nc1cccnc1)c1ccccc1	2%	14%	?	0%	6%	nt	i	-8%
Cc1ccc2[nH]c(=O)c(CN(Cc3cccs3)C(=S)NCC3CCCO3)cc2c1 (configuration not stated)	-16%	-8%	2%	3%	?	1%	-3%	-2%
CN(Cc1ccccc1)C(=O)Cn1c(=O)oc2cc(S(=O)(=O)N3CCCC3)ccc21	-27%	nt	5%	1%	-7%	-10%	-2%	-8%
O=C(COc1ccc(Cl)cc1)Nc1ccc2oc(-c3ccncc3)nc2c1	nt	nt	?	-3%	?	3%	i	?
O=S(=O)(NC1=NCCCCCC1)c1cccs1	-11%	5%	10%	-1%	-2%	1%	i	3%
NC(=S)N/N=C/C=C/c1ccccc1	-5%	-5%	0%	0%	-4%	-20%	-5%	0%
O=c1c2cc(Br)cc(Br)c2oc2nc3n(c(=O)c12)CCCS3	-2%	nt	5%	7%	?	-2%	-7%	?
O=C(NC1CCCc2ccccc21)c1ccccc1Br (configuration not stated)	-11%	9%	-1%	-5%	11%	3%	4%	-9%
COc1ccc2c(c1)C(=O)[C@@H](OC(=O)NCc1ccc3c(c1)OCO3)[C@H](c1ccc(OC)c(Br)c1)O2	10%&-4%	-6%	?	-2%&0%	4%	?	-4%	?
O=C(/C=C/c1ccccc1)N1CCC(Cc2ccccc2)CC1	nt	12%	5%	nt	6%	?	-3%	-11%
C=CCN1C(=O)CN=C1Nc1ccc(F)cc1	nt	-10%	?	-2%	-15%	5%[46 µM]	i	-8%
CC(=O)c1cccc(N/C=C\c2nnnn2-c2ccc(F)cc2)c1	10%	3%	?	0%	?	23%	-1%	6%
Cc1cc(C)nc(N2N=C(C(C)(C)C)CC2=O)n1	-4%	nt	2%	-2%	6.3µM*	9%	-11%	?
